HCMV inh: inhibitors of human cytomegalovirus. HFF cells, HCMV-luciferase reporter, 72 h; hits give low values. activity change, negative = inhibition, % at 57.5 µM. hit rate 4.5% among 410,000. AID 1259415; in the data active = activity change below about -60%; inconclusive = no clear call, values can overlap the other calls; inactive = above about -39%
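Cell-based, HFFs, 1000 cells/well, 16 h 37C; cpds in DMSO + HCMV-luc, MOI 1 PFU/cell; 72 h 37C; OneGlo luminescence after 5 min RT; norm. to buffer vs Salinomycin 10uM.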
AMA1 RON2 block: inhibitors of Plasmodium falciparum AMA1-RON2 interaction. AlphaScreen AMA1-biotinylated RON2 peptide binding. Potency, µM (highest dose often 58.2 µM), inactives show at the top dose activity change, negative = inhibition, most hits filed as inhibitors. hit rate 0.2% among 360,000;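 note: potency is the fitted concentration of half-maximal effect; 0% = vehicle wells and -100% = peptide control; nearly all actives have a fitted effect of over 45% in size; some results filed as inactive show a strong effect at the top dose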
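AMA1 (3D7) with his tag at 25 nM final met compounds first, then biotinylated RON2 peptide at 25 nM; detection used donor plus acceptor beads, 10 µg/mL apiece, read by AlphaScreen after 30 min at room temperature.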
HCV inh: HCV inhibition | Huh7.5.1 HCVcc-Cre infection, luciferase reporter, 44 h | Potency, µM (top dose mostly 41.8 µM), inactives show at the highest dose activity change, negative = inhibition, hits mostly inhibitors | hit rate 3.4% among 340,000 | AID 651820; note: potency is the fitted concentration of half-maximal effect
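Infectious HCV cell culture screen: compound-treated cells (1,000/well, pre-plated 4 h) are infected with HCVcc-Cre at roughly 0.5 moi and grown 44 h. Infection is quantified by luciferase signal after 15 min substrate incubation at room temperature.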
LmPK inhibitor: inhibitors of Leishmania mexicana pyruvate kinase; Q27686; purified LmPK, Kinase-Glo ATP luminescence, 1 h; Potency, µM (series often up to 57.5 µM), for inactives: at the top dose activity change, negative = inhibition, usual class: inhibitors; hit rate 0.37% among 290,000; note: potency is the fitted concentration of half-maximal effect
Target sequence (Q27686 whole entry, looked up): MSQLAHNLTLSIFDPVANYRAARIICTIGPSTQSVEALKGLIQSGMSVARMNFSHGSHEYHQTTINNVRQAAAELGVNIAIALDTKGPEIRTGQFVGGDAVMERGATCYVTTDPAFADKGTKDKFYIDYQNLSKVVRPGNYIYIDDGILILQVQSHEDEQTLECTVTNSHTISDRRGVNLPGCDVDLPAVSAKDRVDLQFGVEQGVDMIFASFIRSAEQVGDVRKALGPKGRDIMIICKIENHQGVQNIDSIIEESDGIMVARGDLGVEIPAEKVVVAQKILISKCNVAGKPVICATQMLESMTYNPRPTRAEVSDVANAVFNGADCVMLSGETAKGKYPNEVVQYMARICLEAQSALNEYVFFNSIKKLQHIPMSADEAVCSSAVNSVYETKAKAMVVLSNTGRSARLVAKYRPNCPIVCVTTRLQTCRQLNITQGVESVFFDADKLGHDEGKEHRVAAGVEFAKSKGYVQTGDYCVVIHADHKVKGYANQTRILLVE
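ATP generated from ADP (0.1 mM) and PEP (0.5 mM) by 0.1 nM LmPK over 1 h at room temperature (pH 7.2 imidazole buffer) was detected by coupled luciferase luminescence. Values were normalized to uninhibited and no-enzyme wells.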
AmpC no deterg: inhibitors of E. coli AmpC beta-lactamase without detergent; Potency, µM (titrated, usually from 57.1 µM), without a hit: at the top dose activity change, negative = inhibition, usual class: inhibitors; AmpC nitrocefin hydrolysis, absorbance 480 nm, 0.0001% Triton; P00811; hit rate 0.52% among 330,000;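 note: potency is the fitted concentration of half-maximal effect; plate controls were no compound for no effect and no enzyme for full effect; nearly all actives have a fitted effect of over 20% in size; some results filed as inactive show a strong effect at the top dose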
Target sequence (P00811 whole entry, looked up): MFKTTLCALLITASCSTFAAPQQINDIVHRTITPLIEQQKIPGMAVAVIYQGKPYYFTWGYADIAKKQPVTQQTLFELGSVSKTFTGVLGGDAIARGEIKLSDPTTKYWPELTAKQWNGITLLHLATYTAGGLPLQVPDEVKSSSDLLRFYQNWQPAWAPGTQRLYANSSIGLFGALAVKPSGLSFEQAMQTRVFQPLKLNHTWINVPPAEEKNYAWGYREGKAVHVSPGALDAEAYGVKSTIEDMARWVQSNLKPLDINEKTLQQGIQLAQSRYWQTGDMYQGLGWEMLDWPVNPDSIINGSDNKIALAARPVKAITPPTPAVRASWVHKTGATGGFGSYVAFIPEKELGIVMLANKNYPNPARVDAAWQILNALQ
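20 mM phosphate pH 7.0 + 0.01% (detergent screen) or 0.0001% Triton X-100; 5.3 nM AmpC reagent; cpd preinc 15 min RT; nitrocefin (800 uM stock) to start; A480 q20 s × 4 min; Activity was normalised to no-enzyme and no-compound control wells.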
Tb PYK inh: T. brucei pyruvate kinase inhibition; TbPYK enzyme, Kinase-Glo Plus ATP luminescence, 45 min; Potency, µM (doses to about 76.8 µM), inactives show at the highest dose activity, negative = inhibition, most hits filed as inhibitors; hit rate 0.12% among 410,000; AID 624173; note: potency is the fitted concentration of half-maximal effect; nearly all actives have a fitted effect of over 50% in size
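Quantitative HTS: titrated library compounds versus trypanosomal pyruvate kinase in TEA buffer (pH 7.2) containing KCl, MgCl2, BSA and Tween-20. Reactions were initiated with ADP, 130 uM final. Kinase-Glo Plus luminescence was read after 45 min at RT.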
AmpC detergent: blocks E. coli AmpC beta-lactamase in detergent assay | P00811 | AmpC hydrolysis of nitrocefin, absorbance 480 nm, 0.01% Triton | Potency, µM (highest dose often 114 µM), without a hit: at the top dose activity change, negative = inhibition, hits mostly inhibitors | hit rate 0.041% among 370,000 | AID 485294;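 note: potency is the fitted concentration of half-maximal effect; 0% = no-compound wells and -100% = no-enzyme wells; nearly all actives have a fitted effect of over 25% in size; some results filed as inactive show a strong effect at the top dose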
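20 mM phosphate pH 7.0 + 0.01% (detergent screen) or 0.0001% Triton X-100; 5.3 nM AmpC reagent; cpd preinc 15 min RT; nitrocefin (800 uM stock) to start; A480 q20 s × 4 min; Activity was normalised to no-enzyme and no-compound control wells.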
Active calls of the source: *; ? = inconclusive; . = not tested or not shown; [ ] = dose if it differs, or a comment. Unless noted, calls come from the whole dose curve; as a rule, active = well fitted curve in the direction sought with a large enough effect; inconclusive = small, poorly fitted or top-dose-only effect, or another doubt; inactive = no such curve, though single readings can be large; an effect the other way counts as inactive or inconclusive. Unless noted, % is set by controls: 0 for no effect and ±100 for the full control effect.

SMILES	HCMV inh	AMA1 RON2 block	HCV inh	LmPK inhibitor	AmpC no deterg	Tb PYK inh	AmpC detergent
CCCCCn1c(N2CCC(C(N)=O)CC2)nc2c1c(=O)[nH]c(=O)n2C	-18	16%	3%	3%	23%	-12%	-10%
CCC(CO)Oc1cc(NC(=O)c2ccc(OC)cc2)c2ncn(C(C)C)c2c1 (stereo not drawn)	-6	17%	?	.	22%	-8%	.
COc1ccc(-n2nnnc2/C=C/Nc2cc(C(F)(F)F)ccc2OC)cc1	33	5%	?	6%	-36%	1%	8%
CCO[C@H]1OC(C(=O)N2CCN(Cc3ccccc3)CC2)=C[C@@H](c2coc3ccccc3c2=O)[C@@H]1CCCO	-15	-2%	-21%	0%	184%[activator]	1%	4%
Cc1ccc(C(=O)c2ccccc2C(=O)O)c(O)c1	22	-4%	14%	1%	-15%	-7%	?
COc1ccc(C2=NN(C(=O)CSc3nc4ccccc4s3)C(c3ccc(OC)cc3)C2)cc1 (stereo not drawn)	-22	-8%[2.32 µM]	-2%	-2%	-7%	1%	7%
Cc1cc(C)c(N)c(C(=O)O)c1	?	-8%	-1%	6%	-10%	0%	6%
CCN(Cc1ccccc1)C(=O)CCc1nc(CN2CCN(C(=O)c3ccc([N+](=O)[O-])cc3)CC2)no1	10	-3%	-29%	0%	164%[activator]	-10%	4%
Cc1cc(C)c(C#N)c(SCC(=O)OC2CCCCC2)n1	13	30%[activator]	2%	-6%	4%	-4%	-2%
NC(=O)C1CCN(C(=O)c2ccc(NS(=O)(=O)c3ccc(F)c(F)c3)cc2)CC1	0	14%	-7%	.	-7%	-23%	-3%
C[C@]12CC[C@H]3C(CCC4(O)CC(O)CC[C@]34C=O)C1=CC[C@H]2c1ccc(=O)oc1 (stereo partly drawn)	-99*	7%	-17%	-2%	-12%	7%	-2%
COc1ccccc1NC(=O)Cn1c(=O)n(CCc2ccccc2)c(=O)c2c3c(sc21)CN(C(C)=O)CC3	-92*	.	.	.	.	-4%	3%
CSCCC(NS(=O)(=O)c1cccc(C(F)(F)F)c1)C(=O)N(C)CCOc1ccc(Cl)cc1 (stereo not drawn)	-13	10%	-24%	.	54%	0%	-13%
O=C(c1ccsc1)N1CCCC(N2CCN(c3cccc(C(F)(F)F)c3)CC2)C1 (stereo not drawn)	1	-1%	-7%	-7%	170%[activator]	-1%	-12%
CC(=O)c1sc(NC(=O)CS(=O)(=O)c2ccccc2)nc1-c1ccccc1	15	-3%	23%	.	-35%	2%	?
COc1cccc(OCc2ccc(C(=O)NCC3CCCO3)cc2)c1 (stereo not drawn)	-3	-17%	-21%	-1%	17%	-2%	-7%
O=C(Nc1ccccc1)c1nc[nH]c1C(=O)NCCN(CCNC(=O)c1[nH]cnc1C(=O)Nc1ccccc1)CCNC(=O)c1[nH]cnc1C(=O)Nc1ccccc1	-35	88%[activator]	?	.	30%	2%	.
CC(C)c1cccc(-c2ccc3c(c2)S(=O)(=O)c2cccc(C(=O)O)c2C3=O)c1	-1	-10%	-1%	.	-17%	-1%	-1%
O=C(NCc1ccc2c(c1)OCO2)c1ccc(COc2cccc(Cl)c2)o1	21	-14%	?	11%	-9%	4%	-3%
Cc1cc(F)ccc1-c1cc(C(=O)NC2CCCCC2)[nH]n1	54	-4%	.	.	.	7%	.
O=C(c1ccc2nc3ccc(Cl)cc3c(=O)n2c1)N1CCOCC1	10	12%	.	1%	-5%	1%	-4%
Cn1c(SCC(=O)N2CCc3ccccc32)nnc1-c1ccc(S(=O)(=O)N2CCCC2)cc1	2	-2%	12%	-2%	-6%	32%[activator]	-11%
COc1ccc(/C=N/Nc2nc(Nc3ccccc3)nc(N3CCCC3)n2)cc1[N+](=O)[O-]	?	79%[activator]	?	3%[11.5 µM]	-31%	2%	-1%
COc1ccc(N2CCN(C(=O)CN3C(=O)COc4ccccc43)CC2)cc1	-25	11%	15%	-3%	17%	-2%	3%
COc1ccc(NC(=O)c2cc3c([nH]c4ccccc43)c(C)n2)cc1	-8	126%[activator]	?	0%	8.9µM*	6%	-7%

Overlap with the part before: five entries; new compounds follow.
SMILES	HCMV inh	AMA1 RON2 block	HCV inh	LmPK inhibitor	AmpC no deterg	Tb PYK inh	AmpC detergent
O=C(c1ccc2nc3ccc(Cl)cc3c(=O)n2c1)N1CCOCC1	10	12%	.	1%	-5%	1%	-4%
Cn1c(SCC(=O)N2CCc3ccccc32)nnc1-c1ccc(S(=O)(=O)N2CCCC2)cc1	2	-2%	12%	-2%	-6%	32%[activator]	-11%
COc1ccc(/C=N/Nc2nc(Nc3ccccc3)nc(N3CCCC3)n2)cc1[N+](=O)[O-]	?	79%[activator]	?	3%[11.5 µM]	-31%	2%	-1%
COc1ccc(N2CCN(C(=O)CN3C(=O)COc4ccccc43)CC2)cc1	-25	11%	15%	-3%	17%	-2%	3%
COc1ccc(NC(=O)c2cc3c([nH]c4ccccc43)c(C)n2)cc1	-8	126%[activator]	?	0%	8.9µM*	6%	-7%
O=C(Nc1cccc(Oc2ccc3c(c2)C(=O)NC3=O)c1)c1cccs1	-15	-2%	18%	1%	?	-6%	-14%
Cn1cccc1C(C#N)c1ccccc1C#N (stereo not drawn)	-13	-9%	5%	7%	-11%	-10%	-17%
CCOC(=O)C1=C(C)N(C[C@@H]2CC[C@@H](Cc3ccc(-c4ccccc4)cc3)O2)C(=O)NC1c1ccc(C(F)(F)F)cc1 (stereo partly drawn)	-15	6%	0%	.	-26%	4%	.
O=C(NC1=NCCS1)C1CC(=O)N(c2ccc(F)cc2)C1 (stereo not drawn)	13	0%	0%	11%	-7%	5%	-2%
CCNC(=O)C1CCCN1C(=O)C(CCCN=C(N)N)NC(=O)C(CC(C)C)NC(=O)C(Cc1cn(Cc2ccccc2)cn1)NC(=O)C(Cc1ccc(O)cc1)NC(=O)C(CO)NC(=O)C(Cc1c[nH]c2ccccc12)NC(=O)C(Cc1cnc[nH]1)NC(=O)C1CCC(=O)N1 (stereo not drawn)	.	38%[activator]	-12%	-6%	315%[activator]	-1%	?
CN(C)CCCN1C(=O)C(=O)/C(=C(/O)c2ccc(OCc3ccccc3)cc2)C1c1cccnc1 (stereo not drawn)	.	.	.	-3%	-13%	.	?
CCN(CC)S(=O)(=O)c1ccc(C(=O)NC2CC(=O)N(c3ccc(OC)c(OC)c3)C2)cc1 (stereo not drawn)	13	.	.	.	.	-5%	3%
CCC(OC(=O)c1nsc(Cl)c1Cl)C(=O)NCC1CCCO1 (stereo not drawn)	-11	-5%	9%	0%	-9%	2%	?
O=C(N/N=C/c1ccccc1OCc1ccccc1)c1cccs1	1	-2%[2.32 µM]	7%	2%	-42%	-3%	0%
CCOc1ccc(Nc2cc(C)nc(-n3nc(C)cc3C)n2)cc1	-84*	-15%	?	3%	43%	-3%	?
COc1cccc(N2CCN(C(=O)c3ccc4ccccc4c3)CC2)c1	-3	-27%	?	.	8%	-5%	-7%
Cc1nc(NC(=O)CSc2ccccc2N)sc1C	37	10%	?	3%	-46%	-8%	1%
O=C(CN1C(=O)COc2ccc(S(=O)(=O)N3CCOCC3)cc21)NCc1ccc(Cl)cc1	-1	.	.	.	.	0%	9%
CC(=O)c1ccc2c(c1)c1ccccc1n2CC(C)C	53	-13%	2.5µM*	4%	-4%	1%	3%
C1=C(c2ccccc2)Nc2nnnn2C1	-30	19%	?	4%	-21%	-1%	-3%
CCOc1ccc(NC(=O)CCc2c(C)nc3c(-c4ccccc4)c(C)nn3c2C)cc1	-7	.	.	.	.	0%	-14%
O=C(CN1CCOCC1)Nc1nc(-c2ccc(Cl)cc2)cs1	-26	-3%	22µM*	-3%	58%	-4%	-11%
N/C(=N\OC(=O)c1ccccc1[N+](=O)[O-])c1ccccn1	-29	37%[activator]	-16%	-18%	-24%	-19%	-15%
Fc1ccc(CNn2cnnc2SCc2ccc(F)cc2)cc1	?	30%[activator]	-6%	4%	1%	2%	-1%
Clc1cccc(Cl)c1CSc1nnc([C@@H]2CCCN2)o1	69	53%[activator]	-11%	1%	-6%	3%	8%
CCCC(=O)Nc1ccc(Br)c(Cl)c1	-33	3%	-11%	-1%	-19%	-2%	7%
CC(=O)N1CCN(C(=O)c2ccc(OC3CCN(Cc4ccccn4)CC3)cc2)CC1	-23	42%[activator]	-7%	3%	-8%	-9%	?
CCc1c(C)nc2ncnn2c1N1CCC(C(=O)Nc2ccccc2)CC1	-34	-3%	?	-1%	6%	-3%	-14%
COc1ccc(C(=O)NNC2CC(=O)N(Cc3ccc(Cl)cc3)C2=O)cc1OC (stereo not drawn)	-18	-14%	-1%	0%	1%	-3%	?
COc1cccc(NC(=O)Nc2cc(C(=O)O)ccc2N2CC3CC(C2)c2cccc(=O)n2C3)c1 (stereo not drawn)	0	-9%	14%	6%	-27%	-6%	8%
(list continues)
SMILES	HCMV inh	AMA1 RON2 block	HCV inh	LmPK inhibitor	AmpC no deterg	Tb PYK inh	AmpC detergent
Cc1ccc(S(=O)(=O)N(Cc2nc(-c3cccc(C)c3)no2)C2CCCCC2)cc1	-14	.	.	.	.	1%	-8%
CCCCn1nnnc1C(c1ccccc1)N1CCN(c2ncc(C(F)(F)F)cc2Cl)CC1 (stereo not drawn)	-10	-10%	.	.	.	5%	.
O=S(=O)(c1ccccc1F)N1CCN(CCOc2ccccc2)CC1	-10	-10%	?	.	-5%	0%	-3%
Cc1nc2ccc(Cl)cc2c(-c2ccccc2F)c1CC(=O)O	-12	1%	0%	5%	2%	-11%	4%
C=CCN(c1ccc(C(N)=O)cc1)S(C)(=O)=O	1	-5%	5%	-2%	-26%	-12%	?
O=C(Cc1cccc2ccccc12)Nc1ccc2c(c1)C(=O)NC2=O	-19	-7%	19%	1%	-58%	0%	-4%
Cc1ccc2nc(-c3ccncc3)cc(C(=O)NCc3ccccc3F)c2c1	.	-2%	-21%	0%	106%[activator]	-5%	4%
CCCNC(=O)C1(C)CCCN(C(=O)c2cccc(OC(F)(F)F)c2)C1 (stereo not drawn)	21	-3%	.	.	.	2%	.
O=C(c1ccccc1)c1ccc[nH]1	8	4%	14%	.	.	3%	.
COc1nnc(-c2ccc(C)c(S(=O)(=O)NC(C)C)c2)c2ccccc12	.	-17%	-14%	-1%	5%	-4%	-13%
C=CCN=C(NC#N)SCc1ccccc1Cl	-20	7%	-10%	0%	-23%	-4%	-13%
CCN(C(=O)c1nn(-c2ccc(C)cc2)c(=O)c2c1c1ccccc1n2C)c1ccc(F)cc1	-5	.	.	.	.	-1%	-3%

From PubChem
